High-throughput results deposited in PubChem BioAssay by National Center for Advancing Translational Sciences (NCATS).
GoLoco inh red = inhibitors of human Gai1-RGS12 GoLoco interaction (red fluorophore). P63096. Gai1:RGS12 GoLoco peptide FP, rhodamine, 10 min. Potency, µM (doses to about 61.6 µM), for inactives: top-dose activity, negative = inhibition, usual class: inhibitors. hit rate 0.44% among 230,000. AID 880; active means well fitted inhibition curve with a large enough effect, not every such curve was filed as active; inactive means no such curve, though single readings can be large or run the other way; further: on the % scale 0 is the no-effect control and ±100 the full control effect; nearly all actives have a fitted effect of over 30% in size; many of its hits are not listed in these tables
ALDH1A1 inh = ALDH1A1 (human) enzyme inhibition; hit rate 7.3% among 220,000; Purified ALDH1A1, NADH fluorescence, propionaldehyde substrate; Potency, µM (doses to about 75.3 µM), for inactives: top-dose activity, negative = inhibition, hits mostly inhibitors; P00352; AID 1030; active means well fitted inhibition curve with a large enough effect, not every such curve was filed as active; inconclusive means small, poorly fitted or top-dose-only effect, or another doubt; inactive means no such curve, though single readings can be large or run the other way;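 further: plate controls were no enzyme wells and a reference inhibitor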
Target sequence (P00352 whole entry, looked up): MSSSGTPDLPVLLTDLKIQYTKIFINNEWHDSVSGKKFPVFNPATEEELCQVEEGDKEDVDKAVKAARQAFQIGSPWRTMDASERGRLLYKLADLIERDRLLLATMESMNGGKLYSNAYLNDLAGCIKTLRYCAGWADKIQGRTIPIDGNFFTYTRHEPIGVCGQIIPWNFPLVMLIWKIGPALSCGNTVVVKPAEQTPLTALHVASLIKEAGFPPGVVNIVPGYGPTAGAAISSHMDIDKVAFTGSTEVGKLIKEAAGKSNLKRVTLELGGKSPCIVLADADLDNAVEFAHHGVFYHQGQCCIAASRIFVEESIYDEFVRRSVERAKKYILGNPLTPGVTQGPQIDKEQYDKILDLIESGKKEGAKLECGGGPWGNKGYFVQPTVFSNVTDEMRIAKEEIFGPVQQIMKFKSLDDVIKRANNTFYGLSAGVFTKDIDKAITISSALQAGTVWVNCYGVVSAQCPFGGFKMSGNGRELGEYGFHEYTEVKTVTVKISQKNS
JMJD2E inh = blocks human JMJD2E demethylase activity; B2RXH2; JMJD2E catalytic domain, FDH-coupled NADH fluorescence (FDH is formaldehyde dehydrogenase); Potency, µM (top dose mostly 57.1 µM), inactives show at the top dose activity change, negative = inhibition, actives largely listed as inhibitors; hit rate 1.6% among 230,000; active means well fitted inhibition curve with a large enough effect, not every such curve was filed as active; inconclusive means small, poorly fitted or top-dose-only effect, or another doubt; inactive means no such curve, though single readings can be large or run the other way;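 further: 0% = wells with enzyme and -100% = buffer wells without enzyme; nearly all actives have a fitted effect of over 50% in size; many of its hits are not listed in these tables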
Target sequence (B2RXH2 1-337 limits assumed): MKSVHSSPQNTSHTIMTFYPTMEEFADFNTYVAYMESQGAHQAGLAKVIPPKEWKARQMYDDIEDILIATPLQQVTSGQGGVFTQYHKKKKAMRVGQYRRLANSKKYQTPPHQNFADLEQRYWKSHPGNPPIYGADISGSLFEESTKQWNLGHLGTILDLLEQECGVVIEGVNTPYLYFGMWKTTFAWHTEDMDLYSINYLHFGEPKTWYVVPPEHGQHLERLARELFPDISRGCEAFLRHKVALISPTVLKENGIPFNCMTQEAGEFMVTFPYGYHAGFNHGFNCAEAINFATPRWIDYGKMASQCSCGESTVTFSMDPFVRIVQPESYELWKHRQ
GAA inhib = alpha-glucosidase (human) inhibition; P10253; purified human GAA, 4-MU-alpha-glucoside fluorescence; Potency, µM (series often up to 76.9 µM), for the others: at the highest dose activity change, negative = inhibition, actives largely listed as inhibitors; hit rate 0.005% among 200,000; AID 1466;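 further: plate controls were uninhibited enzyme wells for no effect and no-enzyme background for full effect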
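Human alpha-glucosidase, 4 nM, pre-mixed with test compounds before 400 uM 4-methylumbelliferyl substrate; 20 min room temperature at pH 5.0. Fluorescence read after pH 10 stop; AC50 values from Hill-equation fits.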
aGlu spleen mod = lysosomal alpha-glucosidase (human) modulation; P10253; human spleen homogenate, 4-MU-alpha-glucoside fluorescence; Potency, µM (highest dose often 79.9 µM), without a hit: at the highest dose activity change, negative = inhibition, hits mostly inhibitors; hit rate 0.006% among 240,000;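 further: 0% = enzyme with vehicle and -100% = no enzyme basal signal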
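Human spleen homogenate (1 ug) with 4-methylumbelliferyl-alpha-D-glucopyranoside (1 mM final) in 50 mM citrate/phosphate pH 5.0, 0.01% Tween-20; 40 min at 37 C. Stopped at pH 10; 4-MU fluorescence Ex 365/Em 440 nm; AC50 by Hill fit.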
aGal spleen mod = alpha-galactosidase A (human) modulation; AID 2107; Potency, µM (series often up to 80 µM), for the others: at the highest dose activity change, negative = inhibition, usual class: inhibitors; hit rate 0.008% among 240,000; P06280; human spleen homogenate, 4MU-alpha-Gal fluorescence, 40 min;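 further: 0% = enzyme with vehicle and -100% = no enzyme basal signal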
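qHTS titration in buffer at pH 5.0. Alpha-galactosidase activity in spleen homogenate was measured via 4-methylumbelliferone release from 1 mM fluorogenic substrate after 40 min at 37C and a pH 10 stop. AC50 came from Hill fits of control-normalized data.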
SMN2 splice up = enhancers of SMN2 splice variant expression; HEK293 SMN2-luciferase splicing reporter, luminescence, 30-36 h; hit rate 2.8% among 210,000; Potency, µM (titrated, usually from 46.1 µM), inactives show at the highest dose activity change, positive = activation, most hits filed as activators; AID 1458; further: % of control where 0% means no effect; nearly all actives have a fitted effect of over 55% in size
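HEK293 cells carry an SMN2 minigene-luciferase reporter in which exon 7 inclusion puts luciferase in frame. Cells were seeded at 2000 cells/well, attached for 10-12 hours, then exposed to compounds for 30-36 hours at 37C before ONE-Glo luminescence.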
GAA glycogen = GAA glycogen-cleavage inhibition or activation; P10253; recombinant GAA, glycogen substrate, Amplex Red glucose oxidase fluorescence; Potency, µM (highest dose often 76.4 µM), for inactives: at the top dose activity change, negative = inhibition, actives largely listed as inhibitors; hit rate 0.38% among 300,000;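 further: 0% = full enzyme reaction and -100% = no-enzyme basal signal; the screen sought inhibitors and activators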
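Recombinant human enzyme (4 nM); glycogen substrate; 37 C, 40 min, pH 5.0. Readout: coupled glucose oxidase/Amplex Red fluorescence.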
* marks the source's active call; other numbers are inactive results; i = inactive; ? = inconclusive; · = not tested or not shown; & = joins results of further samples; [ ] = remark or other dose. Unless noted, the call rests on the fitted dose curve; in most records, active means well fitted curve in the direction sought with a large enough effect; inconclusive means small, poorly fitted or top-dose-only effect, or another doubt; inactive means no such curve, though single readings can be large; an effect the other way counts as inactive or inconclusive. Potency means the concentration at half of the fitted maximal effect. Only part of the results is shown, so the mix of outcomes need not match the whole.

SMILES	GoLoco inh red	ALDH1A1 inh	JMJD2E inh	GAA inhib	aGlu spleen mod	aGal spleen mod	SMN2 splice up	GAA glycogen
CCOC(=O)N1CCC(NC(=O)CN2C(=O)C(CC)Oc3ccc(C)cc32)CC1 (stereo unspecified)	1%	11%	7%	1%	1%	2%	-21%	1%
CC(C)NC(=O)c1cc(-n2cnnc2)ccc1Cl	5%	4%	0%	3%	-4%	-1%	-2%	7%
Cc1oc(-c2ccoc2)nc1CN(CC1CCC(=O)N1)C(C)C (stereo unspecified)	8%	4%	1%	11%	5%	7%	·	-4%
COc1ccc(C2c3c(n[nH]c3C)CC(C)(O)C2C(C)=O)cc1OC (stereo unspecified)	5%	4%	5%	-6%[15.4 µM]	-15%	13%	-10%	5%
CCOC(=O)N1CCN(C(=O)CN(c2ccc(OCc3ccccc3)cc2)S(C)(=O)=O)CC1	2%	-4%	1%	?	2%	-5%	-18%	-15%
Cc1ccc(-c2cn3cccnc3n2)cc1NC(=O)c1ccc(Br)o1	7%	?	?	?	?	?	5%	4%
CCCn1c(N)c(C(=O)CSc2nnc(C3CC3)n2Cc2ccccc2)c(=O)[nH]c1=O	7%	7%	0%	-5%	7%	2%	6%	5%
O=C(Nc1nc(-c2ccc(Cl)s2)cs1)c1ccccc1	-17%	-2%	?	-7%	-3%	-3%	-25%	-11%
COC(=O)CCC(=O)CN	16%	2%	28µM*	0%[15.4 µM]	12%	8%	-21%	4%
CCC(C)(C)OC	2%	?	·	·	-4%	-18%	0%	·
CC(NC(=O)c1cc2ccccc2o1)C(=O)O (stereo unspecified)	3%	22µM*	6%	·	-2%	-15%	-6%	5%
Cc1cccc(NC(=O)[C@H](Cc2ccccc2)NC(=O)OCc2ccccc2)c1	-10%	15%	-4%	3%	0%	-6%	?	-2%
N#CCCN(C(=O)COC(=O)c1ccc2c(=O)n3c(nc2c1)CCC3)c1ccc(F)cc1	13%	?	-1%	-7%	3%	0%	2%	23%
N#CC1=C(SCc2ccccc2)NC(=O)CC1c1ccco1 (stereo unspecified)	-1%	22µM*	-7%	4%	3%	1%	6%	-5%
CC1(C)CC(=O)c2c(oc3cc(O)c(O)cc23)C1	-20%&3%	2µM*	13µM*	-5%	-6%&2%	6%&5%	12%&6%	7.9µM*
O=C(Nc1cccc(S(=O)(=O)Nc2ccccc2F)c1)c1ccc2ccccc2n1	-29%	3.2µM*	-12%	0%	0%	4%	-20%	2%
CCCCCCCCCCC(=O)Nc1cccnc1	6%	8%	-2%	?	-4%	-10%	·	2%
O=c1c(Sc2ccccc2)c(C(F)(F)F)[nH]n1-c1ccccc1	12%	0%	-2%	-6%	-5%	-3%	0%	-13%
O=C(NCc1ccccc1)C1CCC(CNc2c(N3CCCCC3)c(=O)c2=O)CC1 (stereo unspecified)	5%	4%	8%	7%	4%	0%	-14%	0%
O=S(=O)(O)c1nc2ccccc2n1Cc1ccc(Cl)cc1	·	-5%	0%	1%	-1%	7%	·	6%
Cc1ccc(CNC(=O)CCC2CCCN(C(=O)c3ccc4c(c3)OCO4)C2)o1 (stereo unspecified)	-23%	16µM*	-5%	-3%	-8%	1%	·	-23%
CCN(CC)C(=O)N1CCN(C(=O)N2CCOCC2)CC1	1%	5%	-3%	7%	2%	5%	6%	-5%
COc1ccccc1N1C(=O)N(C(C)=O)C2C1Nc1ccccc1N2C (stereo unspecified)	-7%	1.8µM*	?	-8%	-2%	0%	0%	35µM*
Cc1ccc(-c2nnc(SCC(C)C)n2C)cc1	-3%	?	7%	1%	-5%	6%	12%	1%
C[C@@H](CN1C2=NC[C@H](C)N2C[C@H]1Cc1ccc(O)cc1)NC(=O)CCC1CCCCC1	0%	?	5%	·	0%	-7%	·	3%
CCN(CC)C(=S)NCCc1ccccc1	9%	-3%	-5%	?	-2%	3%	8%	17%
COc1ccc(/C=C/C(=O)NCCOc2ccc(C)cc2)cc1	10%	-1%	5%	-9%	-2%	-9%	13%	12%
COc1cc(C2NC(=S)NC(c3ccccc3)=C2C(C)=O)ccc1O (stereo unspecified)	4%	?	15%	-2%	3%	-3%	·	?
O=C(c1ccccc1F)N1CCN(c2ccc([N+](=O)[O-])c(NCC3CCCO3)c2)CC1 (stereo unspecified)	7%	11µM*	6%	-25%	-10%	-8%	-17%	10%
CCOCCCN1C(=O)CN(C2CCCCC2)C(=O)C1c1ccc(OCC)c(OC)c1 (stereo unspecified)	9%	?	-5%	5%	-5%	-2%	-16%	3%
O=C(CC12CC3CC(CC(C3)C1)C2)NCCN1CCOCC1	0%	5%	7%	-7%	-6%	-2%	7%	1%
CNc1ncnc2c1ncn2[C@@H]1O[C@H](COP(=O)(O)O)[C@@H](O)[C@H]1O	3%	3%	·	·	9%	8%	-2%	·
NC(=O)C(CC(=O)O)NC(=O)[C@@H]1CCOc2c(I)cc([N+](=O)[O-])cc2C(=O)N[C@@H](CCC(=O)O)C(=O)N[C@@H](CO)C(=O)N1 (stereo partly specified)	-3%	5%	-3%	6%	-1%	-6%	-5%	4%
CCN(CC)c1ccc([N+](=O)[O-])cc1C(=O)N1CCOCC1	10%	-4%	-7%	3%	-1%	-4%	-13%	13%
CC(NC(=O)COC(=O)c1cc(NS(=O)(=O)c2ccc(Cl)c([N+](=O)[O-])c2)ccc1O)C1CC2CCC1C2 (stereo unspecified)	6%	-7%	3%	-8%	-2%	-1%	-17%	-1%
O=C(O)CCSc1nc2ccccc2n1CCOc1ccccc1	6%	-1%	3%	-2%	-6%	-3%	-10%	-2%
CC(=O)Nc1ccccc1Sc1ccc2c3c(cccc13)C(=O)N(c1ccc(C)cc1)C2=O	1%	-4%	-8%	3%	-5%	2%	-16%	3%
O=C1CCCC2=C1C1(O)C(=O)c3ccccc3C1(O)O2 (stereo unspecified)	-2%	4µM*	-5%	5%	-9%	-4%	5%	-2%
CCn1c(SCC(=O)O)nc2ccccc21	-2%	4%	10%	2%	-4%	-7%	·	13%
CCN(CC)S(=O)(=O)c1cccc(C(=O)OCC(=O)NC(C)c2ccccc2)c1 (stereo unspecified)	-7%	0%	-8%	4%	7%	6%	9%	-3%
Cc1ccc2[nH]c(=O)c(C(c3nnnn3C(C)(C)C)N3CCN(C(=O)c4ccco4)CC3)cc2c1 (stereo unspecified)	-39%	?	?	1%	0%	29%	-14%	0%
Cc1cc(C)cc(NCc2cc(=O)oc3cc(-c4ccccc4)c(O)cc23)c1	5%	-5%	3%	2%	-4%	-2%	?	7%
CCCCC(=O)NC(=O)NC(c1ccccc1)c1ccccc1	9%	·	1%	·	-11%	1%	·	-5%
Cc1nc(NC(=O)/C=C/c2ccccc2)sc1C(=O)Nc1ccccc1	-6%	?	i	2%	-6%	-1%	5%	4%
CCOC(=O)C1CCN(C(=O)COc2ccc(S(=O)(=O)NC(C)(C)C)cc2)CC1	-9%	4%	4%	-4%	-2%	1%	?	-8%
CC[n+]1c(C)sc2c3ccsc3ccc21	40%[activator]	1%	-6%	2%	0%	3%	12%	-6%
CN(CC(=O)N1CCN(c2cccc(Cl)c2)CC1)S(=O)(=O)c1cccs1	4%	-5%	6%	-11%	6%	6%	?	-8%
Cn1c(=O)c(=O)n(C)c2cc(S(=O)(=O)N3CCN(c4ccc(F)cc4)CC3)ccc21	6%	-1%	1%	5%	2%	0%	7%&-17%	-2%[76.3 µM]
CCOC(=O)CC(NC(=O)c1cc2cc(Br)ccc2oc1=O)c1cccc([N+](=O)[O-])c1 (stereo unspecified)	3%	4%	-7%	-7%	-3%	-13%	2%	16%
O=C1CCCc2sccc2N1	2%	-7%	6%	13%	-1%	-8%	15%	-4%
O=C(CSc1nnc(Cc2cc(=O)[nH]c(=O)[nH]2)n1-c1ccccc1)N1CCCCC1	8%	-9%	5%	-1%[15.4 µM]	-4%	0%	17%	15%
CC(C)Oc1cccc(OCCN2C(=O)c3ccccc3C2=O)c1	12%	-1%	3%	3%	3%	5%	4%	-14%
CCOc1ccc(NC(=O)c2sc(N3CCOCC3)nc2-c2ccccc2)cc1	-4%	-5%	-5%	?	-10%	-3%	-10%	2%
COc1cc2c3c(c1OC)C1(C=CC(=NNC(N)=O)C=C1)CC3N(C(C)=O)CC2 (stereo unspecified)	177%[activator]	10%	-9%	3%	-3%	-4%	6%	4%
Nc1ncnc2[nH]c(=O)[nH]c12	4%	-1%	-9%	·	-9%	-2%	0%	·
CC(=O)NNC(=S)Nc1cc(S(=O)(=O)N(C)C)ccc1C	-7%	?	0%	-1%	-2%	-14%	16%	?
C/C(CC(=O)NC(C)c1ccccc1)=N\NC(N)=S (stereo unspecified)	3%	·	9%	·	1%	2%	·	-26%
CCc1nnc(NC(=O)CSc2nnc(C3CCCCC3)n2-c2ccccc2)s1	-1%	?	1%	-2%	-8%	5%	-10%	5%
Cc1ccc(-c2cc(C(=O)NCc3ccco3)c3ccccc3n2)s1	22%	?	?	2%	11%	?	-14%	-2%
CC12CC(NC(=O)N1c1cccc(C(=O)NCc3ccccc3)c1)c1ccccc1O2 (stereo unspecified)	0%	-3%	4%	?	-12%	0%	-14%	3%
O=C(c1ccco1)N1CCN(C(=O)c2cc3cc([N+](=O)[O-])ccc3oc2=O)CC1	1%	2%	5%	11%	-1%	1%	-5%	14%
CC(=O)c1sc2nc(-c3ccco3)ccc2c1N	-23%	·	?	·	7%	8%	·	-6%

3 records picked at random from the list so far, as already listed:
SMILES	GoLoco inh red	ALDH1A1 inh	JMJD2E inh	GAA inhib	aGlu spleen mod	aGal spleen mod	SMN2 splice up	GAA glycogen
Cc1ccc(-c2cc(C(=O)NCc3ccco3)c3ccccc3n2)s1	22%	?	?	2%	11%	?	-14%	-2%
CCOC(=O)C1CCN(C(=O)COc2ccc(S(=O)(=O)NC(C)(C)C)cc2)CC1	-9%	4%	4%	-4%	-2%	1%	?	-8%
CCCCC(=O)NC(=O)NC(c1ccccc1)c1ccccc1	9%	·	1%	·	-11%	1%	·	-5%
